WRN inhibitor: qHTS for Inhibitors of WRN Helicase; Bifunctional 3'-5' exonuclease/ATP-dependent helicase WRN (Homo sapiens), Q14191; WRN helicase unwinding, fluorescent forked duplex, kinetic; Potency, µM (top dose mostly 114 µM), for the others: top-dose activity change, negative = inhibition, usual class: inhibitors; hit rate 0.46% among 360,000; AID 651768, 2012; further: potency means the concentration at half of the fitted maximal effect; on the % scale 0 is the no-effect control and ±100 the full control effect; nearly all actives have a fitted effect of over 55% in size
Target sequence (Q14191 whole entry, looked up): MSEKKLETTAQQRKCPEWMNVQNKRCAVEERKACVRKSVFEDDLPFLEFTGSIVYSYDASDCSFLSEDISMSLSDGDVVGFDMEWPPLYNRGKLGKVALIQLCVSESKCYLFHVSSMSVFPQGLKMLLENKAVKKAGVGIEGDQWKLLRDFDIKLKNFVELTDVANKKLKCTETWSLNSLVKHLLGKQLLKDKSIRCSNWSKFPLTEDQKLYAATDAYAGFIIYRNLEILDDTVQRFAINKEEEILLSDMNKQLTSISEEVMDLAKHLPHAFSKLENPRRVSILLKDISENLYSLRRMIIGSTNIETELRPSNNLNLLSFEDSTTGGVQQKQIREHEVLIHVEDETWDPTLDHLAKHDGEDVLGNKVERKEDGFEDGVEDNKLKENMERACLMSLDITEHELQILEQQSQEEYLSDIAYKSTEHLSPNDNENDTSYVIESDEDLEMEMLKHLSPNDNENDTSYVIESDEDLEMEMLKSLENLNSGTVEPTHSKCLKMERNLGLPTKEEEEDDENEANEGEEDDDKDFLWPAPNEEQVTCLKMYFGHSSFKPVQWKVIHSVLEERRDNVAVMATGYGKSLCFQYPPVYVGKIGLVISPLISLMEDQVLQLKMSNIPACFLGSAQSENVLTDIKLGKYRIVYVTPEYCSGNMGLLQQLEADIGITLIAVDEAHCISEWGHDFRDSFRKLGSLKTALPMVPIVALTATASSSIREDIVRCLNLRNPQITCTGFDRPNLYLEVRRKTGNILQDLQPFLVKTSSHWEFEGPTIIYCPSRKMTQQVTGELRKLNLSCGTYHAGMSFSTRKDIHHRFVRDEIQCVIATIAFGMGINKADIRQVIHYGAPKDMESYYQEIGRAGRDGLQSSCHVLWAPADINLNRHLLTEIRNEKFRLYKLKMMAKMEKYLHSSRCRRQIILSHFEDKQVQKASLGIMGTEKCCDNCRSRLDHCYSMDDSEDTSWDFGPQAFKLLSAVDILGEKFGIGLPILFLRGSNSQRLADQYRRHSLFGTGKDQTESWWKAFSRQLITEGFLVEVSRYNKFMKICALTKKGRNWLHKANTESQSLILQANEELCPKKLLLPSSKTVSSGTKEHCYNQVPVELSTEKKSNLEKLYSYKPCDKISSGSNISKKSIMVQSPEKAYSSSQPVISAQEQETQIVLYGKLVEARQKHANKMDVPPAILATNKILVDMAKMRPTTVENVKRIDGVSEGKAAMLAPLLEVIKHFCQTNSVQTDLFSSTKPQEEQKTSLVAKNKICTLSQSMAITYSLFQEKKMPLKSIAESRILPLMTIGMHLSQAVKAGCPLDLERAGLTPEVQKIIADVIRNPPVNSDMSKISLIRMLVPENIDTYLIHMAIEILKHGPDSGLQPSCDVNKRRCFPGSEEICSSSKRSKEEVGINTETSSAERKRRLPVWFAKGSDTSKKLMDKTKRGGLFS
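WRN at 20 nM final was preincubated with compound for 15 min at room temperature; reaction started with 100 nM forked duplex oligonucleotide carrying fluorophore and quencher plus 2 mM ATP (final). Unwinding followed kinetically by red fluorescence (ex 525/em 598 nm).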
FUS suppressor: qHTS for Suppressors of FUS Proteinopathy: Primary screen using FUS-linked yeast assay. Potency, µM (titrated, usually from 76.6 µM), without a hit: top-dose growth rescue (activation), hits mostly activators. hit rate 0.24% among 390,000. AID 1347120, 2019. S. cerevisiae FUS-expressing, growth rescue, OD600, 24 h;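 further: potency means the concentration at half of the fitted maximal effect; plate controls were DMSO vehicle for no effect and reference control for full effect; nearly all actives have a fitted effect of over 55% in size; some results filed as inactive show a strong effect at the top dose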
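Read-out: OD at 600 nm after 24hr at 30C, reporting rescue of FUS-induced yeast toxicity. Cells at OD 0.005 in galactose (2%) minimal medium; compounds tested in a dilution series; CP55940 titration from 92uM final as control.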
aSyn rescue: qHTS of alpha-syn Inhibitors; Potency, µM (doses to about 46.1 µM), for inactives: top-dose growth rescue (activation), most hits filed as activators; hit rate 0.14% among 370,000; Yeast expressing alpha-synuclein, growth rescue, BacTiter-Glo, 24 h; AID 652106, 2013; further: potency means the concentration at half of the fitted maximal effect; % of control where 0% means no effect; nearly all actives have a fitted effect of over 65% in size
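Screening used galactose-induced yeast with toxic alpha-synuclein levels, exposed to compound for 24 hr at 30 deg C. Cell growth, read with BacTiter-Glo luminescence, gave the measured signal.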
Abeta rescue: qHTS for compounds that reverse cellular toxicity of Amyloid beta (A-beta) peptide in yeast: Primary Screen; hit rate 0.063% among 410,000; AID 1347071, 2019; yeast expressing A-beta42, growth rescue, OD600, 48 h; response scale: 0% DMSO, 100% iron-clioquinol control; Potency, µM (top dose mostly 46.1 µM), inactives show top-dose growth rescue, usual class: activators; further: potency means the concentration at half of the fitted maximal effect; nearly all actives have a fitted effect of over 55% in size
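Yeast growth medium received pinned compounds, then yeast cells expressing toxic A-beta were added; plates incubated at 30 C for 48 hr. Growth read as absorbance at 600 nm, normalized to DMSO and equimolar FeCl3 plus clioquinol controls.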
EPAC1 agonist: qHTS for Agonist of cAMP-regulated guanine nucleotide exchange factor 3 (EPAC1): primary screen | Potency, µM (titrated, usually from 154 µM), for inactives: at the top dose activation, hits mostly activators | EPAC1 agonist qHTS, biochemical assay; response scale: 100% = response to 6.5 mM cAMP | hit rate 0.073% among 360,000 | Rap guanine nucleotide exchange factor 3 (Homo sapiens), O95398 | AID 720707, 2013; further: potency means the concentration at half of the fitted maximal effect; nearly all actives have a fitted effect of over 60% in size
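Multi-concentration qHTS readout: loss of Rap1B-bound BODIPY-GDP fluorescence driven by 100 nM EPAC1 with excess GDP (50 uM), monitored kinetically at room temperature; agonist response expressed relative to 6.5 mM cAMP.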
IL-2 act: qHTS of IL-2 Activators. AID 652025, 2013. activation, % (series mostly up to about 46 µM). hit rate 0.065% among 360,000. IL-2 activation reporter assay, cell-based qHTS; stimulated with anti-CD3/CD4/CD28 beads; in transgenic mouse T cells; in the data active means activation above about 50%; inconclusive means mostly about 30% to 49%; further: 0% is about no effect
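Unstimulated transgenic mouse T cells; 60-min compound exposure; bead-based TCR/CD4/CD28 stimulation; 18 h culture, 37 degrees C; dual fluorescence (EGFP, DsRed) plate cytometry.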
PLK1 PBD block: qHTS for Inhibitors of PLK1-PDB (polo-like kinase 1 - polo-box domain): Primary Screen; Serine/threonine-protein kinase PLK1 (Homo sapiens), P53350; Plk1 PBD binding of FITC phosphopeptide, fluorescence polarization; Potency, µM, without a hit: max response, negative = inhibition, usual class: inhibitors; hit rate 2.8% among 360,000; AID 720504, 2013; further: potency means the concentration at half of the fitted maximal effect; series mostly up to about 57 µM; on the % scale 0 is the no-effect control and ±100 the full control effect; nearly all actives have a fitted effect of over 65% in size
PI5P4Ka inh: qHTS for Inhibitors of phosphatidylinositol 5-phosphate 4-kinase (PI5P4K); PI5P4Kalpha enzyme, ADP-Glo luminescence, 60 min; hits give low values; max response, %; hit rate 1.2% among 330,000; AID 652105, 2013; active means max response of -50% or lower; inconclusive means between -30% and -50%; inactive means -30% or higher; further: value at the top dose of about 77 µM; on the % scale 0 is the no-effect control and ±100 the full control effect
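ADP-Glo luminescence end-point after a 60 min room-temperature kinase reaction. PI5P4Kalpha and substrate in HEPES pH 7.4 buffer with EGTA, 0.1% CHAPS and 5% DMSO; ATP at 5 microM final.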
EPAC1 antag: qHTS for Antagonist of cAMP-regulated guanine nucleotide exchange factor 3 (EPAC1): primary screen; Rap guanine nucleotide exchange factor 3 (Homo sapiens), O95398; EPAC1 GEF assay, Rap1b-BODIPY-GDP exchange fluorescence; Potency, µM (series often up to 115 µM), for inactives: top-dose activity change, negative = inhibition, most hits filed as inhibitors; hit rate 0.14% among 360,000;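 further: potency means the concentration at half of the fitted maximal effect; plate controls were vehicle for no effect and positive control for full effect; nearly all actives have a fitted effect of over 50% in size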
An asterisk follows results filed as active; ? = inconclusive; . = no result given; [ ] = another dose, or the depositor's remark. Unless noted, the call rests on the fitted dose curve; in most records, active means well fitted curve in the direction sought with a large enough effect; inconclusive means small, poorly fitted or top-dose-only effect, or another doubt; inactive means no such curve, though single readings can be large; an effect the other way counts as inactive or inconclusive.

canonical_smiles	WRN inhibitor	aSyn rescue	Abeta rescue	FUS suppressor	IL-2 act	EPAC1 agonist	PLK1 PBD block	PI5P4Ka inh	EPAC1 antag
Cc1ccc(C(=O)N[C@H](C(=O)Nc2cc(Cl)cc(Cl)c2)C(C)C)cc1	-2%	-1%	-3%	2%	-2.0	2%	-7%	2	-5%
COc1ccc(NC(=O)CN2C(=O)c3ccccc3S2(=O)=O)cc1OC	-4%[57.1 µM]	-6%	-24%	-11%	-0.4	-5%	-9%	-1	-8%
O=C(CSc1nnc2ccccn12)Nc1ccccc1[N+](=O)[O-]	15%	1%	-1%	-11%	-1.5	6%	3%	-9	12%
c1ccc(OCCNc2ccn3nc(-c4ccc(OCCN5CCOCC5)cc4)cc3n2)cc1	-3%	3%	-1%	8%	-0.6	3%	6%	31	-8%
CCOC(=O)c1cnc(SCc2ccccc2)nc1N	-6%	-1%	-15%	4%	-1.0	18%	-9%	.	-12%
C/C(CC(=O)NC(C)(C)C)=N\NC(=O)c1ccco1	-28%[57.1 µM]	3%	-1%	-13%	0.1	4%	-2%	-6	-12%
COc1ccc(N2CCN(S(=O)(=O)c3cc4c5c(c3)C(C)C(=O)N5CCC4)CC2)cc1 (stereo not drawn)	0%	-1%	6%	24%	-3.0	6%	-4%	1	-1%
Cc1cc(C)n(CC(O)COCc2ccco2)n1 (stereo not drawn)	4%	3%	4%	9%	-0.1	1%	-5%	6	21%
COc1ccc(C2C(C(C)=O)=C(O)C(=O)N2c2ccc(O)cc2)cc1 (stereo not drawn)	12%	-1%	4%	25%	-2.4	-3%	-9%	1	4%
COc1ccc(-c2ccc(F)cc2)cc1[C@H]1[C@H]2C=CC[C@@H](C)[C@@H]2C(=O)N1Cc1ccccc1	2%	0%	-5%	19%	0.1	-12%	1%	8	-15%
Cc1occc1-c1nnc(SCC(=O)c2c(N)n(C3CC3)c(=O)[nH]c2=O)n1C	-8%	-7%	-7%	-6%	-0.4	1%	4%	3	5%
CC1(C)Cc2c(cnn2-c2ccccc2)C(=O)/C1=N\NC(=O)c1ccccc1	-10%	-4%	-20%	-11%	-2.1	7%	-7%	.	7%
O=c1c(-c2ccccc2)[n+]([O-])c2ccccc2n1O	-3%	7%	-11%	14%	-0.1	7%	-6%	-4	4%
COC(=O)Nc1ccc(SCC(=O)c2ccccc2)cc1	-6%	-9%	19%	5%	-3.1	6%	?	1	-11%
S=c1[nH]nc(-c2ccc(Cl)cc2Cl)n1-c1ccccc1	-3%	0%	?	6%	0.1	-14%	-22%	2	?
CCOc1ccccc1Nc1nc(N)nc(CSc2nccc(C)n2)n1	-4%	-5%	3%	9%	-2.3	-3%	-3%	-1	-4%
O=C(Nc1ccc(-c2ccc(N3CCCCC3)nn2)cc1)c1ccco1	-16%	-14%	-9%	41%	-4.2	8%	-13%	?	-5%
O=Cc1cccc(OCc2cccc3ccccc23)c1	-3%	-1%	3%	13%	-2.8	16%	4%	-2	-7%
CCN1CCN(Cc2ccc(NC(=O)c3ccc(C)c(NC(=O)c4cncc(-c5cccs5)c4)c3)cc2C(F)(F)F)CC1	5%	-11%	-12%	19%	-0.5	-14%	4%	-5	-20%
C[C@@H]1CN([C@H](C)CO)C(=O)c2cc(-c3ccc(C#N)cc3)cnc2O[C@H]1CN(C)C(=O)c1ccccc1	1%	5%	5%	18%	-3.4	-2%	-8%	5	2%
CC(C)C1Oc2ccccc2N(CC(=O)N(Cc2ccncc2)Cc2ccco2)C1=O (stereo not drawn)	-8%	-1%	4%	10%	0.5	4%	-13%	-7	1%
N#CC1=C(Nc2ccccc2Cl)SC(c2ccncc2)NC1=O (stereo not drawn)	10%[57.1 µM]	20%	-8%	-9%	-0.2	-10%	27µM*	?	7%
Cc1ccc(C(=O)N/N=C(/CC(=O)c2cccs2)C(F)(F)F)cc1	-19%	-3%	13%	10%	0.2	-5%	?	-12	-1%
Cn1cc(CCC(=O)N2CCCC(C(=O)c3ccc(C(C)(C)C)cc3)C2)cn1 (stereo not drawn)	1%	6%	2%	31%	-1.8	2%	-3%	0	3%
O=C(NCc1ccco1)c1cc2ccccc2c(=O)o1	-18%	-2%	-7%	?	2.6	4%	-17%	?	7%
O=C(/C=C/NNC(=O)c1ccccc1)c1ccc(Br)cc1	-5%	-44%[inhibitor]	-11%	?	-0.7	7%	-9%	-5	-12%
C=CCSc1nnc(N2C(=O)C(O)=C(C(=O)c3ccco3)C2c2ccccc2F)s1 (stereo not drawn)	-4%[57.1 µM]	-6%	-2%	?	-0.5	-31%[inhibitor]	13µM*	?	?
Cc1ccccc1OCC(=O)NNC(=O)CCc1ccccc1	-2%	1%	-2%	-28%	0.1	-6%	-3%	1	-3%
CCCN(C)C[C@H]1Oc2ncc(Br)cc2C(=O)N([C@@H](C)CO)C[C@@H]1C	-7%	-1%	-1%	-30%	-1.8	-3%	2%	3	16%
CCN1CCC2(CCN(Cc3cn[nH]c3-c3ccc(OC)c(F)c3)C2)C1 (stereo not drawn)	2%	10%	-2%	-10%	0.7	-5%	0%	-1	17%
Cc1ccc(S(=O)(=O)N2CCOCC2)cc1NC(=O)COC(=O)c1cccc(Cl)c1Cl	-3%	5%	8%	.	-3.1	2%	1%	2	3%
CC(C)n1ncc2c(C(=O)Nc3ccc(S(N)(=O)=O)cc3)cc(C3CC3)nc21	-10%	-10%	-3%	-1%	-0.1	-6%	-9%	-5	-6%
CCC(C)(C)c1ccc(Oc2ccc(N)cc2)cc1	-14%	?	-2%	31%	-2.2	-9%	-2%	71	?
CC(=O)Nc1ccccc1-c1ccccc1[N+](=O)[O-]	3%	9%	10%	-10%	0.3	-1%	1%	-3	8%
O=C1CC(Nc2ccc3ccccc3c2)C(=O)N1Cc1ccccc1 (stereo not drawn)	-15%	2%	1%	29%	0.4	28%	-13%	5	-12%
CN(C)c1cccc(C(=O)OCC(=O)c2ccc[nH]2)c1	0%	3%	1%	15%	0.8	-2%	-6%	-10	-7%
Cc1nnc2n1N=C(c1ccc(F)cc1F)CS2	4%	-6%	-18%	1%	0.6	-4%	-1%	-4	-7%
Cc1ccc(S(=O)(=O)N2CCN(S(=O)(=O)c3ccc(C)cc3)C2c2ccccc2)cc1	-6%	4%	-1%	61%	-2.4	-1%	-6%	.	8%
Cc1cc(=O)[nH]c(SCc2cccc3cccnc23)n1	1%	1%	-2%	-5%	0.2	-4%	0%	-3	-10%
CC(C)C1O/C(=N/C(=O)Nc2ccc(Cl)c(Cl)c2)NC1=O (stereo not drawn)	-13%	-23%	-94%[inhibitor]	7%	-0.9	-8%	-2%	10	-3%
O=C(CSc1nc2ccccc2c(=O)n1-c1ccc(F)cc1)NC1CCS(=O)(=O)C1 (stereo not drawn)	-6%	0%	-4%	22%	0.1	2%	-9%	-1	3%
Cc1cccc(NC(=O)C2CCN(S(=O)(=O)c3ccc4c(c3)C(C)(C)C(=O)N4C)CC2)c1C	-5%	0%	-7%	-22%	-0.8	10%	-3%	7	0%
COc1nc(C)cc(C)c1S(=O)(=O)c1ccc(Cl)cc1	4%[57.1 µM]	9%	3%	5%	-2.0	5%	4%	11	-14%
O=C(Nc1ccccc1)c1ccc(-c2ccccc2)s1	0%	0%	-1%	14%	-0.5	2%	-9%	3	0%
CCCSc1nc2c(c(=O)n1-c1ccc(OCC)cc1)SCC2	2%	8%	-5%	12%	-1.1	10%	0%	.	-16%
CCOC(=O)N1CCN(S(=O)(=O)c2ccc(C(=O)Nc3nnc(C4CC4)o3)cc2)CC1	5%	1%	-13%	24%	-3.7	-9%	-3%	-1	15%
Cc1ccc(C)c(-c2nnc(OCC(=O)Nc3cc(C)on3)c3ccccc23)c1	-4%	10%	-4%	33%	-0.4	2%	-22%	4	-23%
O=[N+]([O-])c1cccc(S(=O)(=O)N2CCCC2)c1	2%	1%	-13%	.	0.2	-1%	0%	7	3%
CC1=NN(c2nc(-c3ccc(C)cc3)cs2)C(=O)C1N=Nc1ccccc1O (stereo not drawn)	-23%	-7%	7%	14%	1.1	-1%	-23%	-30	-12%
CC(=O)c1cccc(NC(=O)CC2S/C(=N/N=C/c3ccccc3)NC2=O)c1 (stereo not drawn)	4%	0%	-17%	13%	0.3	4%	-4%	-1	-4%
CSc1ccccc1NC(=O)CN(C)CC(=O)Nc1ccc(S(=O)(=O)N2CCCC2)cc1	1%	0%	5%	-19%	-0.4	0%	0%	-1	13%

Screens deposited in PubChem BioAssay by National Center for Advancing Translational Sciences (NCATS).
